Screening results deposited in PubChem by Broad Institute.
CASP6 VEID inh – inhibitors of human caspase-6; actives 0.53% (n = 350,000); purified caspase-6, Z-VEID-R110 cleavage fluorescence; P55212; inhibition, % at 12.5 µM;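 active = mean inhibition across replicates at least about 35%, with every replicate also reaching that limit, limit read from the data; inconclusive = only one of the two criteria met; inactive = neither criterion met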;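 note: 0% = median of neutral control wells and 100% = no fluorescence left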
Target sequence (P55212 24-179 limits assumed): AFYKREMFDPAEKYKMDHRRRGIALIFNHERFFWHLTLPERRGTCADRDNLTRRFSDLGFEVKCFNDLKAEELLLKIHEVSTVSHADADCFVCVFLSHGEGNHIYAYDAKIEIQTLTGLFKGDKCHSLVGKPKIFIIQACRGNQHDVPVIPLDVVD
Target sequence (P55212 194-293 limits assumed): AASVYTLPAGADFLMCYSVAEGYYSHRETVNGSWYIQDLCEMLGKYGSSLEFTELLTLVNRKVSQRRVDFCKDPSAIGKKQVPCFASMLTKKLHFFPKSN
S100A4 inh HTS – blocks human S100A4 binding to myosin IIA peptide; P26447; S100A4/TAMRA-MyoIIA peptide fluorescence polarization; inhibition, % at 10.7 µM; actives 0.14% (n = 360,000);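 active = mean inhibition of at least 70% across replicates, with every replicate also reaching that level; inconclusive = mean inhibition reaches 70% but some replicates fall short; inactive = mean inhibition below 70%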
Target sequence (P26447 whole entry, looked up): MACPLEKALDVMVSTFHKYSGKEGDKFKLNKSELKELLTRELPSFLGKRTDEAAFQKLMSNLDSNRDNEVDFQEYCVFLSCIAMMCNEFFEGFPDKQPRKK
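Assay system: human S100A4 monomer with TAMRA-labelled myosin IIA peptide / Buffer or medium: Calcium-containing HEPES buffer, pH 7.2 / Reagent: TAMRA-labelled myosin IIA heavy-chain peptide probe, 5 nM / Compound: one dose per compound / Timing: polarization read 5 min after assay mix addition, stable 5–60 min / Benchmarks: neutral control DMSO, positive control TFP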
esBAF inh – inhibitors of esBAF chromatin remodeling in mouse ES cells; Bmi1-luciferase knock-in reporter, 24 h; 100% = twice the neutral-well signal; actives 2% (n = 350,000); reporter increase, % at 12.5 µM; in the data active = activation above about 40%; inconclusive = no clear call, values can overlap the other calls;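 note: 0% = median of the plate's neutral control wells and 100% = double that signal; a rise in the Bmi1 reporter signal indicates esBAF inhibition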
C2C12 statin – protects C2C12 myotubes from simvastatin toxicity. rescue of ATP level, % at 7.49 µM. ATP luminescence, 48 h; scaled: DMSO 0, geranylgeraniol control 100. AID 602340. actives 0.78% (n = 330,000);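 active = mean ATP rescue above about 67%, or every replicate alone reaching that limit, limit read from the data, passing the limit was not always enough; inconclusive = no clear call, values can overlap the other calls; inactive = mean under the limit and some replicate under it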;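 note: myotubes were challenged with 10 µM simvastatin during compound exposure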
LGR2 antag – blocks bursicon-induced cAMP signaling via Drosophila LGR2 | HEK293 LGR2, CRE-luciferase, bursicon-stimulated, 4 h | inhibition, % at 9.99 µM | actives 0.35% (n = 380,000) | AID 720647;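 active = drop in luminescence signal, shown as inhibition above about 50% in the replicate tests, limit read from the data, passing the limit was not always enough; inconclusive = probably only some replicates passing the limit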;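 note: agonist challenge used bursicon conditioned medium at about half maximal strength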
SIRT5 inh – sirtuin-5 (human) deacylase inhibition | Q9NXA8 | inhibition, % at 15 µM | Purified SirT5, succinyl-peptide AMC, trypsin-coupled fluorescence | AID 652115 | actives 1.1% (n = 330,000); in the data active = inhibition above about 15%; inconclusive = no clear call, values can overlap the other calls
Target sequence (Q9NXA8 whole entry, looked up): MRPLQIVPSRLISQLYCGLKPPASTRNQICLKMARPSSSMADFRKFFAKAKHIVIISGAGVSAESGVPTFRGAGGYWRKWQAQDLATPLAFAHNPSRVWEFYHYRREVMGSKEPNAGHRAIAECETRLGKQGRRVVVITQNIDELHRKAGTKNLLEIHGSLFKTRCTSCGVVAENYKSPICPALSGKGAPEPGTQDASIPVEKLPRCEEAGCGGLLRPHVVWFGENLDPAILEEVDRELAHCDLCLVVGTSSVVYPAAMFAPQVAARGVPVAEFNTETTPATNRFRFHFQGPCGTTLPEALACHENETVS
FN deposition inh – fibronectin deposition inhibition; actives 0.086% (n = 350,000); AH1F fibroblasts, Alexa488-fibronectin deposition fluorescence, overnight; inhibition, % at 12.6 µM;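 active = mean inhibition across replicates of 30% or more, regardless of how many single replicates reach that level; inconclusive = mean under 30% yet at least half of replicates reach 30%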;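 note: positive control wells lacked labelled fibronectin entirely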
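Test system: AH1F fibroblast monolayer depositing Alexa488-labelled fibronectin into matrix. Input: 10000 cells per well. Technique: fluorescence, ex 485 nm, em 525 nm. Buffer or medium: DMEM plus 2% serum, read in PBS. Timing: 1 h cell adhesion before compound, then overnight fibronectin incubation. Compound: single dose, pinned. Read-out basis: inhibition from reduced deposited-fibronectin fluorescence.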
Starred values were filed as active, the others as inactive; ? = inconclusive; / = not tested or not shown; & = joins results of further samples.

A first look:
SMILES	CASP6 VEID inh	S100A4 inh HTS	esBAF inh	C2C12 statin	LGR2 antag	SIRT5 inh	FN deposition inh
CSc1ccccc1NC(=O)C1(C)CCN1C(=O)Cc1ccccc1Cl (configuration not stated)	4	4	1	15	11	-3	-1
C[C@@H]1CN([C@@H](C)CO)C(=O)c2cc(NC(=O)Nc3ccc(F)cc3)ccc2O[C@H]1CN(C)Cc1ccc(C(=O)O)cc1	-2	-1	1	3	-19	0	-8
CCOC(=O)c1[nH]c(C)c(C(=O)N2CCN(c3ccc(F)cc3)CC2)c1C	/	/	-8	5	4	/	7

Main list, from the first entry:
SMILES	CASP6 VEID inh	S100A4 inh HTS	esBAF inh	C2C12 statin	LGR2 antag	SIRT5 inh	FN deposition inh
CSc1ccccc1NC(=O)C1(C)CCN1C(=O)Cc1ccccc1Cl (configuration not stated)	4	4	1	15	11	-3	-1
C[C@@H]1CN([C@@H](C)CO)C(=O)c2cc(NC(=O)Nc3ccc(F)cc3)ccc2O[C@H]1CN(C)Cc1ccc(C(=O)O)cc1	-2	-1	1	3	-19	0	-8
CCOC(=O)c1[nH]c(C)c(C(=O)N2CCN(c3ccc(F)cc3)CC2)c1C	/	/	-8	5	4	/	7
C[C@@H]1CN([C@@H](C)CO)S(=O)(=O)c2ccc(-c3cccc(C#N)c3)cc2O[C@H]1CN(C)C(=O)c1ccccc1	1	-25	-1	7	2	2	7
COc1ccc(/C=C(/NC(=O)c2ccccc2)C(=O)N2CCCC2)cc1OC	0	0	-2	33	1	-2	3
O=C(Nc1ccc2ccccc2c1[N+](=O)[O-])c1ccccc1	-1	-2	114*	-2	-132	4	1
C[C@H](CO)N1C[C@H](C)[C@@H](CN(C)CC2CCCCC2)Oc2c(NS(=O)(=O)c3ccccc3)cccc2C1=O	1&-1	1&4	-3&-2	13&3	-2&4	3	4
CCN(CC)c1ccc(NC(=O)C2CCCN(S(=O)(=O)c3cnc[nH]3)C2)c(C)c1 (configuration not stated)	-2	-2	2	-2	-11	/	-6
O=C(N[C@H]1CC[C@@H](CCNS(=O)(=O)c2ccccc2)O[C@H]1CO)c1cnccn1	0	6	1	2	26	-4	/
CO[C@@H]1CN(C)C(=O)c2cc(NS(=O)(=O)c3ccccc3C)ccc2OC[C@@H](C)N(S(=O)(=O)c2ccccc2)C[C@H]1C	-2	-4	10	59	7	/	17
CC(NC(=O)OC(C)(C)C)C(=O)N1CCCC1C(=O)NC(Cc1ccccc1)C(N)=O (configuration not stated)	/	/	-5	3	/	/	-1
CC(C)CC1NC(=O)c2cccnc2-n2c1nc1ccccc1c2=O (configuration not stated)	0	-3	-3	3	-29	-2	-2
CN1CCN(C(=O)C[C@H]2C=C[C@@H](NC(=O)c3ccc4c(c3)OCO4)[C@@H](CO)O2)CC1	0	14	/	/	9	-3	-5
COc1ccccc1N=C1SC(C(=O)Nc2ccc(F)cc2)CC(=O)N1C (configuration not stated)	/	/	-3	4	4	/	/
O=C(N/N=C/c1ccc(OC(=O)c2ccccc2Br)cc1)c1ccccn1	-4	20	/	/	-48	-1	-8
CCCCCc1nc2sc3c(c2c(=O)n1NC(=O)c1ccc([N+](=O)[O-])cc1)CC(C)(C)OC3	3	-4	/	/	14	-3	/
CC(c1nnc(SCC(=O)c2c(N)n(C3CC3)c(=O)[nH]c2=O)n1-c1ccc(F)cc1)N(C)C (configuration not stated)	3	-1	-11	1	25	5	5
CC1Cc2ccccc2N1S(=O)(=O)c1c(N)n(C)c(=O)n(C)c1=O (configuration not stated)	-1	-6	9	0	/	1	0
COc1ccc(Cl)cc1NC(=O)C(C)N(C)Cc1ccc(C(F)(F)F)cc1 (configuration not stated)	-1	-1	/	/	-16	1	/
O=C(COC(=O)c1nsc(Cl)c1Cl)NC1CCCCC1	0	0	0	4	-5	3	2
COc1cccc(C(=O)Nc2ccc3[nH]ncc3c2)c1OC	-1	1	8	13	-10	-2	1
CC(C)CC#Cc1cnc2c(c1)C(=O)N([C@@H](C)CO)C[C@@H](C)[C@H](CN(C)Cc1ccc(F)cc1)O2	-2	3	-2	/	-1	11	/
CCC(C(=O)Nc1ccc(C(=O)O)cc1NC(=O)C(CC)c1ccccc1)c1ccccc1 (configuration not stated)	-1	-2	-6	-4	-7	1	-2
O=C(NCc1ccccc1Cl)C1CCCN1C(=O)NC1CCCCC1 (configuration not stated)	-3	1	17	13	-7	6	-5
O=C(Nc1cc(Cl)ccc1N1CCOCC1)c1cccnc1	4	5	-3	0	-19	0	-3
O=C(CCc1nnc(C2CCCCC2)o1)N1CCCCC1CCn1cccn1 (configuration not stated)	0	-1	-3	1	-10	0	15
CC(C)Oc1ccc(CN2CCC(n3nccc3NC(=O)C3CC3)CC2)cc1	-5	2	-4	-4	-1	-4	1
NC(=O)c1cc([N+](=O)[O-])ccc1NCC1CCCCC1	3	2	30	-26	-29	/	-9
CC(C)NC(=O)c1ccccc1-c1ccccc1	-1	-9	-1	13	6	-9	-6
C[C@@H]1CN([C@H](C)CO)C(=O)c2cc(NC(=O)Cc3ccccc3)ccc2O[C@H]1CN(C)C(=O)Nc1ccc2c(c1)OCO2	1	-1	20	8	-3	4	/
CCc1nc2nc(C)c(NS(=O)(=O)c3ccc4c(c3)CCCC4)c(=O)n2[nH]1	3	-1	-2	4	-3	1	-14
COc1ccccc1NC(=O)Nc1nc(CC(=O)Nc2ccccc2F)cs1	14	-4	1	-6	-7	0	-1
O=C(Cn1cc(C(=O)c2ccco2)c2ccccc21)NC1CCCCC1	0	-2	/	/	-10	-2	8
CC(C)NC(=O)N(C)C[C@H]1Oc2ncc(C#CC3(O)CCCC3)cc2C(=O)N([C@@H](C)CO)C[C@H]1C	-3	7	-4	-11	-3	0	-6
CO[C@H]1CN(C)C(=O)c2cc(NS(=O)(=O)CC(F)(F)F)ccc2OC[C@H](C)NC[C@@H]1C	-1	1	0	-4	15	1	8
Cc1cccc(C(=O)Nc2cccc(OCC(=O)O)c2)c1	1	0	/	/	14	9	-2
Cc1ccc(CN2CCN(Cc3cccn3-c3ccc(Cl)cn3)CC2CCO)o1 (configuration not stated)	/	/	4	-8	-4	/	-4
COc1cc(C)nc(N2CCCC(C(=O)Nc3ccccc3Br)C2)n1 (configuration not stated)	-5	-10	/	/	-6	-5	-2
CCN(CC)CCn1c2c(c(SCC(=O)Nc3nc(C)cs3)nc1=O)CCC2	0	0	-5	-10	-6	4	-3
O=S(=O)(N[C@@H]1CC[C@H](CCn2cc(-c3cccc(F)c3)nn2)O[C@@H]1CO)c1ccccc1	0	-25	-15	16	14	-2	/
Cc1cc(C)cc(OCC(=O)N(Cc2cccs2)C2CCS(=O)(=O)C2)c1 (configuration not stated)	/	/	-4	12	/	/	-3
C[C@@H]1CN([C@H](C)CO)C(=O)Cc2cc(NC(=O)CCC(F)(F)F)ccc2O[C@@H]1CN(C)C(=O)Nc1ccc(F)cc1	1	5	-1	4	-3	-3	/
Fc1cccc(Cl)c1/C=C/c1cnc2ccccc2n1	0	-2	-60	32	91*	-3	4
CCC(=O)N(C)C[C@H]1[C@H](c2ccc(C3=CCCCC3)cc2)[C@@H](CO)N1C(C)=O	/	/	-6	16	4	-2	/
COc1cc(OC)cc(C(=O)OCC(=O)Nc2nnc(-c3ccccc3)o2)c1	0	-2	-1	0	-13	-1	-5
O=c1c(F)cn(C2CCCO2)c(=O)n1Cc1ccccc1Cl (configuration not stated)	3	14	-6	25	/	6	/
c1ccc(NC2=NCCN2CCC2CCCCC2)cc1	-1	-4	8	-6	-7	0	7
CCN(CC(=O)Nc1c(F)cccc1F)C(=O)c1ccc2c(c1)C(=O)N(c1ccccc1C)C2=O	-2	-5	1	0	-13	/	-5
Cc1c(-c2ccccc2)nnn1-c1ccc(F)cc1F	-2	-6	51*	1	-61	-2	2
Cc1ccc(SCC(=O)NCc2ccccc2C)cc1	3	-3	10	4	-10	3	2
C[C@H]1CN([C@@H](C)CO)C(=O)c2cc(N(C)C)ccc2O[C@@H]1CN(C)S(C)(=O)=O	-3	3	5	-6	14	1	0
CC(C)C#Cc1ccc2c(c1)O[C@@H](CN(C)C(=O)CN(C)C)[C@H](C)CN([C@H](C)CO)S2(=O)=O	1	4	-4	-22	-6	1	/
COc1ccc2c3c(n(C)c2c1)[C@H](CO)N(C(=O)Nc1ccccc1F)CC31CCN(C(=O)c2ccccc2F)CC1	2	11	/	/	-7	13	/
COc1ccc(-c2cnc3c(c2)C(=O)N([C@H](C)CO)C[C@@H](C)[C@@H](CN(C)C(=O)NC2CCCC2)O3)cc1	-2&3	-4&-3&5	2&-2&-1	0&45&-36	10&2	-2&-1&4	7&-10
Cc1nc(C)c2c(c1C(F)(F)F)-c1ccccc1C2(F)F	/	/	-2	46	11	/	5
O=C(COC(=O)c1ccccc1C(=O)c1ccc(Cl)cc1)NCc1ccccc1	2	1	/	/	13	-5	6
C/C(=N\N1C(=O)c2ccccc2NC1c1ccco1)c1ccccc1O (configuration not stated)	2	2	/	/	8	/	/
COC(=O)c1c(NC(C)=O)sc(C(=O)Nc2ccccc2OC)c1C	-1	0	/	/	-20	-4	-1
CCOC(=O)Cc1csc(NC(=O)CSc2nnc(-c3ccncc3)n2Cc2ccco2)n1	/	/	-1	5	/	/	10
COC(=O)c1ccccc1S(=O)(=O)N1CCC(C(=O)N(C)CCOc2ccccc2)CC1	2	0	/	-16	-18	2	6
(further entries)
SMILES	CASP6 VEID inh	S100A4 inh HTS	esBAF inh	C2C12 statin	LGR2 antag	SIRT5 inh	FN deposition inh
Cn1ncc([N+](=O)[O-])c1C(=O)N/N=C/c1ccc(F)cc1	-2	-1	/	/	11	0	4
C[C@@H]1CN([C@@H](C)CO)C(=O)c2cc(C#CC3CCCCC3)cnc2O[C@H]1CN(C)S(=O)(=O)c1cccc(F)c1	-1	9	9	0	/	22*	/
O=C(Cc1ccc(Cl)cc1)NCCCNC(=O)c1cccnc1	5	2	7	11	3	-2	3
CCN1C(=O)/C(=C/N(C)c2ccccc2)OC1=S	3	11	39	-1	-19	5	/
Cc1ccc(C)c(S(=O)(=O)N2CCCOC2CNC(=O)C(=O)NCc2cccnc2)c1 (configuration not stated)	-1	-4	-3	-7	-1	-8	-2
COc1ccc(S(=O)(=O)N(C)C[C@@H]2Oc3cc(C4=CCCC4)ccc3S(=O)(=O)N([C@@H](C)CO)C[C@H]2C)cc1	-2	-2	5	-77	-31	10	2
CN(CC(=O)Nc1ccc(Cl)cc1)C(=O)CNC(=O)c1cccs1	5	-6	5	0	-12	14	-3
C[C@H](CO)N1C[C@H](C)[C@H](CN(C)Cc2ccccc2)Oc2cc(C#CC(C)(C)O)ccc2S1(=O)=O	1	38	-5	-10	-1	2	3
CC=Cc1ccc2n(c1=O)C[C@H]1[C@H](CO)[C@@H](C(=O)NC3CCCC3)N(CC3CCCCC3)[C@@H]21 (mixture of isomers)	-1	-5	-5	8	2	3	/
COc1ccc(C(=O)/C=C/Nc2cc(C)on2)cc1	/	/	?	-5	-95	/	/
C[C@@H]1CN([C@@H](C)CO)C(=O)c2cccc(NC(=O)c3cnccn3)c2O[C@H]1CN(C)Cc1ccncc1	0	5	-3	-23	-35	0	4
Cc1cc(C)n2nc(SCC(=O)NC(=O)c3ccccc3)nc2n1	-2	1	/	8	-5	/	5
COc1cc2c(cc1OC)-c1cc(NCc3ccccn3)nc(=O)n1CC2	/	/	4	-5	-4	/	/
O=C1c2ccccc2C(Nc2ccc(Cl)cn2)N1c1cccnc1 (configuration not stated)	1	-6	-2	6	-1	-3	4

An excerpt; rates above refer to the full screens.
